# Calpain2 inh: blocks pig calpain II enzyme activity. purified calpain II, fluorogenic peptide substrate, 30 min. inhibition, % at 16 µM. 220,000 compounds, 0.37% hits;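 active = inhibition above about 50%, limit read from the data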
# Mdm2 ligase inh: Mdm2 E3 ligase (human) inhibition; Q00987; cell-based MDM2 ubiquitination luciferase reporter, 2 h; 0 = plate control, 100 = twice control, blank-subtracted; signal enhancement, % at 5 µM; 210,000 compounds, 0.11% hits; AID 1230;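 active = signal enhancement of 30% or more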;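 note: luminescence tracks abundance of the self-degrading MDM2-luciferase fusion protein; higher signal means inhibition of MDM2 E3 ligase activity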
#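 Assay system: stable mammalian line carrying autodegrading MDM2–luciferase fusion reporter; Input: 2000 cells in each well; Compound dosing: single-point 5 µM; Schedule: 2 h compound exposure at 37 °C; Signal: SteadyLite luciferase luminescence after 15 min room-temperature reagent incubation; Evaluation: % luminescence enhancement versus blank-corrected plate control mean; Benchmarks: plate controls and plate blanks.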
# eIF4E-4G inh: eIF4E/eIF4G interaction inhibition in translation initiation; 220,000 compounds, 0.37% hits; inhibition, % at 21.7 µM; P63073+Q04637; AID 782; TR-FRET eIF4E-eIF4GI(517-606) binding, 2 h;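 active = inhibition above about 30%, limit read from the data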;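 note: 0% = full FRET control wells and 100% = background wells lacking eIF4GI fragment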
# Rad51 HR inh: Rad51 (human) homologous recombination inhibition | Q06609 | hRad51 DNA strand exchange, fluorescence dequenching | inhibition, % at 10 µM | 200,000 compounds, 0.085% hits | AID 1385;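 active = inhibition above 40% at the single screening dose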;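 note: 0% = DMSO control wells and 100% = blanks with heterologous ssDNA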
#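 Material: human Rad51–ssDNA filaments; Probe or stimulus: labelled 47-mer dsDNA for strand exchange; Doses: single 10 µM dose; Incubation: 37 °C 15-min filament assembly, 30-min compound preincubation, 15-min exchange; Technique: FRET fluorescence dequenching, excitation 485 nm, emission 520 nm; Measure: Fluorescence-based percent inhibition, control- and blank-normalised; Benchmarks: plate control and blank wells.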
# L929 necroptosis: blocks zVAD induced death of L929 cells. L929 zVAD necroptosis rescue, ATP luminescence, 24 h; with zVAD 60 µM. 220,000 compounds, 0.38% hits. viability rescue, % at 10 µM;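 active = activation, scaled between plate controls, above about 75%, limit read from the data; inactive = activation under that limit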;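 note: 0% = zVAD with DMSO and 100% = DMSO alone without zVAD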
# Cl transport mod: modulators of human KCC2 chloride dependent transport; B-score of Tl+ flux slope (higher = more flux/activation; lower = inhibition) at 10 µM; KCC2 cells, thallium flux FluoZin-2 fluorescence; AID 1456; Q9H2X9; 190,000 compounds, 2.2% hits;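 active = thallium flux slope and its plate-corrected score both differing from the plate sample mean at a set confidence after two filtering rounds, in either direction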;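 note: slope of fluorescence scaled to starting intensity during 10 to 20 s after thallium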
# TNF death inh: blocks TNF-alpha induced death of Jurkat FADD-/- cells | Jurkat FADD-/- TNF necroptosis rescue, ATP luminescence, 24 h; 0 = TNF only, 100 = no-TNF cells | activation (protection from cell death), % at 10 µM | 220,000 compounds, 0.068% hits | AID 463075;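 active = activation, meaning protection from cell death, of at least 50% relative to plate controls; inactive = activation below 50%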;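 note: necroptosis triggered by 40 ng/mL TNF-alpha added together with compound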
# PERK inhibitor: blocks human PERK kinase | Q9NZJ5 | CHO PERK-DD fusion, SEAP luminescence translation reporter | inhibition, % at 5.6 µM | 220,000 compounds, 0.17% hits | AID 1416;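 active = inhibition above the mean inhibition of all tested compounds plus 3 SD, set separately per screening campaign, cut at about 2.9% in these data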;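 note: PERK kinase domain activated by AP20187 dimerizer at 100 nM; 0% = DMSO with dimerizer and 100% = rapamycin at 8.4 µM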
# EBV gp42 block: EBV gp42 inhibition; Q1HVG2; Fluorescence polarization binding assay, mP read-out; inhibition, % (tested at 21.74 µM); 220,000 compounds, 0.42% hits; in the data active = inhibition above about 50%
# Active calls of the source: *; nt = not tested or not shown; [ ] = dose if it differs, or a comment.
compound | Calpain2 inh | Mdm2 ligase inh | eIF4E-4G inh | Rad51 HR inh | L929 necroptosis | Cl transport mod | TNF death inh | PERK inhibitor | EBV gp42 block
COc1ccc(/C=C/C(=O)O)cc1Cl | 1 | -15 | -2 | 9 | -0.5 | nt | -0.3 | -0.4 | -6
O=C(CSc1ncn[nH]1)Nc1ccc([N+](=O)[O-])cc1Br | 20 | -9 | 8[fluorescence artefact?] | 1 | -0.3 | 1.8 | 3.1 | 1.3 | -1
CCN(CC)CCOC(=O)c1c(C)oc2ccc(O)cc12 | -12 | -11 | -11[fluorescence artefact?] | -2 | -0.5 | 1.8 | 0.4 | 0.3 | -12
CCn1nnnc1SCC(=O)Nc1nc2ccccc2s1 | -19 | -2 | 1 | -2 | 27 | -0.36 | 1.7 | 0.5 | -10
O=C(CC1(O)C(=O)N(Cc2ccccc2)c2ccccc21)c1ccncc1 (stereo unspecified) | 0 | 8 | 1 | 2 | -0.2 | nt | -4.8 | 0.5 | -12
Cc1cccc(N2CCN(S(=O)(=O)c3ccc4c(c3)CCN4C(=O)CCC(=O)O)CC2)c1C | -30 | -3 | 0 | 4 | -0.3 | -0.099 | -3.2 | 0.5 | 7
Cc1cccc(/C=N/NC(=O)C2CCCNC2=O)c1 (stereo unspecified) | -14 | -14 | -2 | -32 | 0.3 | nt | 0.4 | -0.1 | -16
CCOC(=O)C1=C(C)NC(=O)NC1c1ccco1 (stereo unspecified) | -71 | -11 | -1 | nt | -0.5 | 0.0023 | -2.7 | 0.4 | -9
CCCCC(=O)N/N=C/c1ccc(N2CCOCC2)c([N+](=O)[O-])c1 | 8 | 1 | 4 | 19 | 2.5 | nt | 2.0 | 0.8 | -8
Cc1cc(NC(=O)Cn2nnc3sc4c(c3c2=O)CCCC4)no1 | -20 | -17 | 0 | -4 | 0.8 | -0.69 | -0.2 | -0.4 | -7
CC(=O)NNc1cc(C)nc(N)n1 | -11 | nt | 0 | nt | -0.8 | 0.37 | 0.6 | 0.7 | -10
C=CC[C@H]1CC(Cc2ccccc2)=C[C@H](CC=C)N1 | -3 | -6 | 14 | 1 | -0.8 | -0.22 | 3.2 | 0.5 | 13
CCSc1nnc(NC(=O)CSc2nc3c(c(=O)n2CCOC)SC(C)C3)s1 (stereo unspecified) | 2 | 3 | -14 | -6 | -0.3 | -0.28 | 0.4 | nt | -18
Cc1ccccc1CSc1nnc(-c2ccccn2)n1C | -16 | -28 | 1 | 13 | 0.5 | -0.25 | 2.3 | -0.9 | -13
O=C(Cc1ccccc1)Nc1c(C(=O)N2CCOCC2)cnn1-c1ccccc1 | -43 | -12 | 3 | 1 | -0.8 | nt | 0.2 | -0.5 | -12
COc1ccc(/C=N/OCC(=O)Nc2nc3ccccc3s2)cc1 | 32 | nt | 5 | nt | 1.2 | -0.23 | 4.5 | 1.3 | -3
O=C(CN1C(=O)NC2(CCCC2)C1=O)Nc1ccccc1F | 12 | nt | 12 | -5 | 0.6 | 0.11 | -1.8 | -0.6 | -22
Cc1c(OCc2nn[nH]n2)ccc2c3c(c(=O)oc12)CCCC3 | -247 | -9 | -7[fluorescence artefact?] | 2 | -0.1 | -1.1 | 2.2 | 0.8 | 6
CN(C)c1cncc(C(=O)O)c1 | -138 | 17 | -3 | 2 | 3.1 | 0.62 | 0.7 | 0.8 | -6
CC(=O)c1ccc(Nc2cc(C)nc3nc(C)nn23)cc1 | -15 | nt | 2 | nt | nt | -1.1 | 2.0 | 1.2 | -6
CCN(CC)Cc1cc(C(=O)O)c(C)o1 | -32 | 32* | 2 | -2 | 4.1 | -0.7 | 0.1 | 0.8 | -15
CCOC(=O)CCCCCN(Cc1ccccc1)S(=O)(=O)c1ccc([N+](=O)[O-])cc1 | 30 | -15 | -1 | 4 | 0.2 | -0.97 | 3.8 | 0.5 | 3
COc1ccc(CNC(=S)Nc2ccccc2C)cc1 | -39 | -13 | -3[fluorescence artefact?] | 7 | -1.2 | 0.16 | -9.2 | -0.6 | -8
CCOC(=O)c1cnn(CCOC(=O)c2ccccc2F)c1NC(=O)c1ccccc1F | -6 | 3 | 1 | -14 | 0.6 | -0.87 | 1.9 | -0.1 | -31
CCOc1ncccc1C(=O)Nc1ccc(F)cc1 | -5 | -7 | -2 | 1 | 1.8 | 0.28 | -1.1 | 1.6 | -1

# By substructure, those above containing a carbonyl joined to an NH by a bond outside any ring
compound | Calpain2 inh | Mdm2 ligase inh | eIF4E-4G inh | Rad51 HR inh | L929 necroptosis | Cl transport mod | TNF death inh | PERK inhibitor | EBV gp42 block
O=C(CSc1ncn[nH]1)Nc1ccc([N+](=O)[O-])cc1Br | 20 | -9 | 8[fluorescence artefact?] | 1 | -0.3 | 1.8 | 3.1 | 1.3 | -1
CCn1nnnc1SCC(=O)Nc1nc2ccccc2s1 | -19 | -2 | 1 | -2 | 27 | -0.36 | 1.7 | 0.5 | -10
Cc1cccc(/C=N/NC(=O)C2CCCNC2=O)c1 (stereo unspecified) | -14 | -14 | -2 | -32 | 0.3 | nt | 0.4 | -0.1 | -16
CCCCC(=O)N/N=C/c1ccc(N2CCOCC2)c([N+](=O)[O-])c1 | 8 | 1 | 4 | 19 | 2.5 | nt | 2.0 | 0.8 | -8
Cc1cc(NC(=O)Cn2nnc3sc4c(c3c2=O)CCCC4)no1 | -20 | -17 | 0 | -4 | 0.8 | -0.69 | -0.2 | -0.4 | -7
CC(=O)NNc1cc(C)nc(N)n1 | -11 | nt | 0 | nt | -0.8 | 0.37 | 0.6 | 0.7 | -10
CCSc1nnc(NC(=O)CSc2nc3c(c(=O)n2CCOC)SC(C)C3)s1 (stereo unspecified) | 2 | 3 | -14 | -6 | -0.3 | -0.28 | 0.4 | nt | -18
O=C(Cc1ccccc1)Nc1c(C(=O)N2CCOCC2)cnn1-c1ccccc1 | -43 | -12 | 3 | 1 | -0.8 | nt | 0.2 | -0.5 | -12
COc1ccc(/C=N/OCC(=O)Nc2nc3ccccc3s2)cc1 | 32 | nt | 5 | nt | 1.2 | -0.23 | 4.5 | 1.3 | -3
O=C(CN1C(=O)NC2(CCCC2)C1=O)Nc1ccccc1F | 12 | nt | 12 | -5 | 0.6 | 0.11 | -1.8 | -0.6 | -22
CCOC(=O)c1cnn(CCOC(=O)c2ccccc2F)c1NC(=O)c1ccccc1F | -6 | 3 | 1 | -14 | 0.6 | -0.87 | 1.9 | -0.1 | -31
CCOc1ncccc1C(=O)Nc1ccc(F)cc1 | -5 | -7 | -2 | 1 | 1.8 | 0.28 | -1.1 | 1.6 | -1

# Source: PubChem (several laboratories)

# Compounds as they come (roughly 3.6% active in at least one column).
